Compound activity from PubChem BioAssay.
NR2E3 ag-1: agonists of human nuclear receptor NR2E3. Q9Y5X4. GST-NR2E3/biotin-RetCOR TR-FRET, 1536-well. inhibition of corepressor binding, % at 4.78 µM. hit rate 0.12% among 320,000. AID 2300;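 active means percent inhibition above the cutoff of mean plus 3 SD of all tested compounds, set per screening campaign, cut at about 20% in these data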;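 further: 0% = DMSO wells and 100% = biotin wells as full block of FRET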
Target sequence (Q9Y5X4 whole entry, looked up): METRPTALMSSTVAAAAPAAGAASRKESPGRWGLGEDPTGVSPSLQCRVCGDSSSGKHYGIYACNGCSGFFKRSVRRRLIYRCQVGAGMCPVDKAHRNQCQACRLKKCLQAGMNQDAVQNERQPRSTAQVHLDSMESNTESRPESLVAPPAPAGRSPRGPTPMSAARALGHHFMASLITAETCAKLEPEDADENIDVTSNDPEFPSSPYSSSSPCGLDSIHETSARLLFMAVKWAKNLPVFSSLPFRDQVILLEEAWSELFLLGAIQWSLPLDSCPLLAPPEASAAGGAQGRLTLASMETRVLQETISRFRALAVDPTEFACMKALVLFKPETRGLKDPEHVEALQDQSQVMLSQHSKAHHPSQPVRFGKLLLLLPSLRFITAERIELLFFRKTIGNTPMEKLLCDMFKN
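System: GST-tagged NR2E3 plus biotinylated RetCOR corepressor; Amount: 1.35 nM GST-tagged NR2E3 final; Dosing: single nominal compound dose of 4.8 µM; Schedule: 5 h incubation at 4 °C; Technique: TR-FRET with europium anti-GST and streptavidin-D2, 340 nm excitation; Controls: biotin wells as high control, 0.6% DMSO wells as low control.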
Peg3 prom inh: reduces Peg3 promoter-driven luciferase expression in HeLa. HeLa PEG-Prom luciferase reporter, luminescence, overnight. inhibition, % at 20 µM. hit rate 1.7% among 360,000. AID 588405;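 active means inhibition of at least 50% at 20 µM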
PDI inh: blocks human protein disulfide isomerase activity; P07237; PDI insulin aggregation turbidity, A650, 90 min; inhibition, % at 10 µM; hit rate 0.052% among 350,000; AID 588391;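 active means mean inhibition across replicates of 30% or more, whatever share of single replicates reach that level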;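 further: absorbance from insulin aggregation driven by PDI reduction with DTT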
Target sequence (P07237 whole entry, looked up): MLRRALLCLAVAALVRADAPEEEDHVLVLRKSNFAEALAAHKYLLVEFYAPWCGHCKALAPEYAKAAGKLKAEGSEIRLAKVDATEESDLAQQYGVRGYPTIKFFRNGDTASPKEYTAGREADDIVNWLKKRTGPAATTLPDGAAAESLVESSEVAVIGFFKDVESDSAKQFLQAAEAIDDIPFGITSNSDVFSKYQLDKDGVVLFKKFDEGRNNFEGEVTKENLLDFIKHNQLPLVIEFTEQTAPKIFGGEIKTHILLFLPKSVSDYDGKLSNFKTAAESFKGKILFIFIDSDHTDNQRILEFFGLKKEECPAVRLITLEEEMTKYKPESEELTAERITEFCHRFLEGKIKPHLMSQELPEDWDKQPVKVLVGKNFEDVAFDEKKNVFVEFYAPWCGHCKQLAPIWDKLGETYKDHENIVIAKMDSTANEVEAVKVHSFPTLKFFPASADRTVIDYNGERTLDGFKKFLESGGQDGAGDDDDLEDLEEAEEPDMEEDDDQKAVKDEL
Vif imaging: blocks HIV Vif function; HEK293T cells, Vif self-association by quenched fluorescence, imaging, 24 h; inhibition, % at 7.49 µM; hit rate 0.35% among 340,000; AID 602346; in the data active means inhibition above about 50%, passing the limit was not always enough; further: some results filed as inactive read as strong as hits
NR2E3 ag-2: activates human NR2E3 receptor. Q9Y5X4. CHO-S Gal4-NCOR/VP16-NR2E3 two-hybrid, luciferase. inhibition of corepressor binding, % at 3.98 µM. hit rate 0.35% among 360,000. AID 602229;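 active means inhibition above the mean of all tested compounds plus 3 SD, cut at about 70% in these data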;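 further: 0% = DMSO with NR2E3 transfected cells and 100% = cells lacking NR2E3 construct; higher means lower luciferase signal from less NR2E3 corepressor binding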
MITF TRPM1 inh: reduces MITF-dependent TRPM1 promoter luciferase signal. SK-MEL-5 TRPM1 promoter luciferase, 24 h. inhibition, % at 12.5 µM. AID 488899. hit rate 0.83% among 330,000;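 active means mean inhibition across replicates of 60% or more, whatever share of single replicates reaches that level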; further: values of inactives mirror those of a sister screen read the other way
Granule exo inh: lytic granule exocytosis inhibition; inhibition, % at 10 µM; AID 651702; TALL-104 LAMP-1 surface exposure, flow cytometry; cells stimulated with thapsigargin and PMA; hit rate 0.66% among 360,000;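 active means inhibition above about 55%, limit read from the data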
CaV13 ICDI inh: Primary screen for inhibitors of IQ motif and Ca2+-dependent inactivation inhibitor domain binding in CACNA1D, Förster resonance energy transfer in living cells, …; hit rate 0.098% among 340,000; HEK cells, CFP/YFP FRET ICDI-IQ, plate reader, 10 min; percent FRET-ratio fall versus neutral wells; inhibition, % at 12.3 µM; AID 743397;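 active means mean replicate inhibition of at least 30% and at least 1% of replicates passing that level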;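 further: 0% = median of the neutral control wells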
HIF-2a block: HIF-2a inhibition | 786-0 RCC cells HIF-2a reporter, luciferase luminescence, overnight | inhibition, % at 18.8 µM | hit rate 0.72% among 360,000;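 active means inhibition of the luminescence signal of 40% or more relative to plate controls, in a single-dose primary screen at 18.75 µM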
hiPSC survival: increases survival of single human iPS cells | hiPSC single-cell survival, ATPlite luminescence; 100% = ROCK inhibitor wells, 0% = DMSO | survival enhancement, % at 20 µM | hit rate 0.044% among 360,000; in the data active means survival enhancement above about 18%;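 further: cells exposed to compounds for 16 hours before the ATP read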
aDG glyco act: alpha-DG glycosylation activation. hit rate 0.22% among 360,000. Pro5-aDG cells, alpha-DG glycosylation AlphaScreen (IIH6); 0% Pro5, 100% B10-LARGE cell signal. activation, % at 10 µM;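 active means activation of at least 8% versus controls, or a plate z-score of at least 8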;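 further: Pro5 are CHO cells carrying HIG-tagged alpha-DG that lacks glycosylation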
An asterisk follows results filed as active; . = not tested or not shown.

SMILES	NR2E3 ag-1	Peg3 prom inh	PDI inh	Vif imaging	NR2E3 ag-2	MITF TRPM1 inh	Granule exo inh	CaV13 ICDI inh	HIF-2a block	hiPSC survival	aDG glyco act
COc1ccc(O)c(C(=O)c2cc(C(=O)NCCc3ccccc3)c(=O)n(CCc3ccccc3)c2)c1	0.8	14.8	5.4	-5.7	-21.4	-8.1	-1.4	-5.8	-20.4	3.4	-0.7
COc1ccc(CC(=O)OCC(=O)Nc2ncc(Cl)cc2Cl)cc1	4.4	17.6	-1.5	-2.5	-4.2	14.9	-1.6	0.0	6.5	1.6	-0.1
CN(C)c1ccc(C(=O)NCC2CCCO2)cc1 (stereo unspecified)	2.1	-103.7	-1.2	-2.4	-32.0	-38.0	0.0	-4.8	-136.1	-3.5	-0.1
CCCCCCNC(=O)OC12CN(C(=O)OC(C)C)N(C(=O)OC(C)C)CC1(O)CN(S(=O)(=O)c1ccc(C)cc1)C2 (stereo unspecified)	.	83.7*	-5.4	1.0	26.0	.	1.6	-4.3	-4.3	-2.1	0.0
Cc1cc(C)n2nc(C(=O)N/N=C/c3c4ccccc4cc4ccccc34)nc2n1	-4.6	31.9	-12.6	0.2	22.4	12.3	-1.4	-4.1	7.3	0.9	-0.7
Cn1cc(S(=O)(=O)c2ccccc2)c(=O)c2cc(F)c(N3CCOCC3)cc21	0.8	6.4	17.1	-5.0	4.6	11.0	-1.5	-3.2	1.6	0.2	-0.2
Cc1ccc(NCC(=O)Nc2c(C)n(C)n(-c3ccccc3)c2=O)cc1S(=O)(=O)N(C)C	1.2	1.6	-0.2	-10.7	-6.3	7.7	-1.2	-6.4	14.1	-0.4	-0.1
Cc1ccc(CN(C)CC(=O)Nc2ccccc2C(=O)NC2CC2)o1	5.2	9.6	-9.1	10.2	9.4	.	2.8	-4.9	11.3	0.1	0.3
COc1ccc(CNC(=O)C2CCN(C(=O)c3cccc(Cl)c3)CC2)cc1	0.5	-6.9	8.3	3.2	11.0	6.2	4.4	-8.2	-2.4	0.5	0.0
CN(C1CCCCC1)S(=O)(=O)c1ccc(=S)[nH]c1	3.9	8.3	1.4	0.1	-5.9	1.1	-0.4	-2.0	16.0	0.8	0.0
CC(=O)N/C(=C/c1ccc(Cl)cc1)C(=O)NCCc1c[nH]c2ccccc12	1.3	17.7	0.0	.	-21.2	-11.3	-7.1	-1.1	11.5	-1.4	-0.4
CCc1nc2cc3sc(CC)nc3cc2s1	1.6	-339.8	-5.2	6.3	-51.0	-65.0	0.3	-4.9	-255.1	0.9	0.2
Cc1nc2sccn2c1-c1csc(NCc2ccccc2)n1	1.0	-55.0	1.4	.	61.5	-8.8	3.8	-9.9	-65.0	-1.2	5.9*
CCN1C(=O)[C@H]2[C@@H](c3ccc(-c4ccc5c(c4)OCO5)c(OC)c3)N[C@@](C)(C(=O)OC)[C@H]2C1=O	.	-3.8	16.3	-2.1	-10.8	4.6	-4.9	-9.4	17.7	-4.3	0.1
CC1(C)Cc2cccc(C(=O)NC3CCN(Cc4ccccc4)CC3)c2O1	3.5	0.6	6.0	-13.6	11.1	-10.2	0.9	-13.2	21.5	-0.6	0.1
C#CCOCCOCCOCCNc1nc(N2CCOCC2)nc(N2CCN(C(=O)[C@H]([C@@H](C)CC)n3cc(CCCCN)nn3)CC2)n1	0.5	-9.8	0.2	-2.4	-29.3	0.2	-3.5	-6.5	9.9	0.0	-0.3
CNCC/C=C1/c2ccccc2CSc2ccccc21	-3.7	12.7	0.1	9.0	-7.8	1.3	1.7	.	23.7	-3.8	2.8
C#CCOCCOCCOCCNc1nc(N2CCN(C(=O)[C@H](CC(N)=O)n3cc([C@@H](N)CC(N)=O)nn3)CC2)nc(N2CCN(C(=O)[C@H](CC(N)=O)n3cc([C@@H](N)CC(N)=O)nn3)CC2)n1	.	-1.7	5.9	-1.4	-8.7	-5.2	-2.5	-10.5	0.5	4.2	0.1
O=C(O)CCCC(=O)Nc1cccc(-c2nc3ccccc3[nH]2)c1	-0.5	10.7	-3.6	2.5	2.1	14.6	-1.9	-4.6	18.9	-2.2	-0.2
CCCn1c(C(C)Nc2nc(-c3ccc(OC)cc3)cs2)nc2ccccc21 (stereo unspecified)	2.2	0.8	-1.0	.	-34.9	11.8	-3.4	-4.6	5.5	-2.1	-0.1
CN(C)CCCNC(=S)Nc1ccc(Br)cc1	4.7	8.0	1.8	-2.5	-7.5	-1.7	14.3	-4.5	11.2	-0.6	-0.1
CC(C)(C)NC(=O)c1ccc(COCC(F)(F)F)o1	0.9	-9.0	-5.0	14.2	-9.6	0.1	3.7	-6.6	-6.4	1.6	0.0
CC(C)c1ccc(C2=NN(c3ccccc3)C(=O)CC2)cc1	-2.9	-32.5	2.2	4.4	-3.9	-10.9	-0.2	-5.1	-55.4	2.5	-0.2
NNC(=O)CSc1ncc(-c2ccccc2)[nH]1	0.2	-5.2	5.1	1.1	-6.3	-10.0	0.5	-6.0	-6.8	1.1	0.8
O=C(Cn1cc(C(F)(F)F)ccc1=O)N/N=C/c1ccccc1	-0.2	8.8	1.3	-1.2	-9.5	9.4	1.2	1.3	15.1	0.5	0.0
CC(C(=O)Nc1ccc(F)cc1Cl)N(C)CCOc1ccccc1 (stereo unspecified)	5.3	3.6	5.3	-10.5	1.2	-2.7	-9.3	-18.0	-2.3	-0.5	0.1
O=C(Cc1ccccc1)NCc1n[nH]c(=S)n1-c1ccccc1	1.0	5.8	-4.5	0.3	4.0	6.8	-2.1	-4.4	-1.7	-1.7	-0.1
Cc1csc(NC(=O)CSc2nc3[nH]c(=O)cc(O)c3s2)n1	.	99.0*	2.7	39.0	4.1	87.1*	-8.4	-5.6	30.4	-2.1	0.9
CC(C)CCC(C(=O)O)C(C)CC(=O)NC1CCCCC1 (stereo unspecified)	-0.6	14.0	1.3	11.2	6.4	-4.8	1.0	-8.6	-6.6	3.8	-0.1
O=C(C=P(c1ccccc1)(c1ccccc1)c1ccccc1)c1ccccc1-c1ccccc1C(=O)C=P(c1ccccc1)(c1ccccc1)c1ccccc1	.	99.5*	1.6	-17.2	98.4*	82.3*	12.4	-8.0	95.1*	-1.9	-0.7

4 compounds picked at random from the list so far:
SMILES	NR2E3 ag-1	Peg3 prom inh	PDI inh	Vif imaging	NR2E3 ag-2	MITF TRPM1 inh	Granule exo inh	CaV13 ICDI inh	HIF-2a block	hiPSC survival	aDG glyco act
Cc1csc(NC(=O)CSc2nc3[nH]c(=O)cc(O)c3s2)n1	.	99.0*	2.7	39.0	4.1	87.1*	-8.4	-5.6	30.4	-2.1	0.9
O=C(Cn1cc(C(F)(F)F)ccc1=O)N/N=C/c1ccccc1	-0.2	8.8	1.3	-1.2	-9.5	9.4	1.2	1.3	15.1	0.5	0.0
CNCC/C=C1/c2ccccc2CSc2ccccc21	-3.7	12.7	0.1	9.0	-7.8	1.3	1.7	.	23.7	-3.8	2.8
O=C(Cc1ccccc1)NCc1n[nH]c(=S)n1-c1ccccc1	1.0	5.8	-4.5	0.3	4.0	6.8	-2.1	-4.4	-1.7	-1.7	-0.1

(more compounds)
SMILES	NR2E3 ag-1	Peg3 prom inh	PDI inh	Vif imaging	NR2E3 ag-2	MITF TRPM1 inh	Granule exo inh	CaV13 ICDI inh	HIF-2a block	hiPSC survival	aDG glyco act
COC(=O)c1cnn(-c2ccc(C)c(C)c2)c1-n1cccc1	-1.1	-36.2	-6.7	-7.3	-7.0	-2.5	1.0	-5.4	-51.6	-3.2	0.1
NC(=O)c1cc2cc(Cc3ccccc3Cl)ccc2oc1=O	1.8	-13.8	1.7	-1.9	-6.8	-17.2	-7.4	-17.9	10.0	-0.6	0.0
Cn1c(=O)[nH]c(=O)c2c1nc(SCc1ccccc1Cl)n2CC(N)=O	1.3	-0.9	-3.5	2.4	-16.9	-5.1	-10.7	-20.1	1.7	-0.1	-0.2
O=C(NNC1CC(c2ccccc2)=NN1C(=O)c1ccccc1)c1ccccc1 (stereo unspecified)	-2.8	1.0	-0.7	-1.9	-3.8	5.7	-1.3	4.9	14.9	0.4	0.1
CN[C@@H](CO)C(=O)NC[C@H]1O[C@@H](n2cnc3c(=O)[nH]c(N)nc32)[C@H](O)[C@@H]1O	.	9.3	.	5.0	-7.3	.	-9.0	-4.2	18.9	-1.4	-0.2
N#Cc1sc2nc(C3CC3)cc(-c3ccc(Cl)cc3)c2c1N	2.5	11.4	-6.0	3.3	11.9	-9.8	0.7	-7.5	-19.0	-0.6	1.5
Cc1ccc(OCC(=O)NNC(=O)c2ccccc2OCc2c(C)noc2C)cc1	1.1	28.7	-1.7	.	14.3	-7.2	-3.5	-1.8	1.6	0.2	0.1
Cc1cc(C)n(CCn2nc(C)cc2C)n1	4.3	12.5	10.4	-0.2	-7.6	5.0	-1.2	-5.9	7.3	1.5	-0.2
COc1cccc(N2C(=O)C3C(C2=O)C3(c2ccccc2)c2ccccc2)c1 (stereo unspecified)	0.1	12.1	3.2	-1.1	10.3	7.7	-0.3	-4.5	28.5	0.2	0.1
O=c1cc2ncc(-c3[nH]ncc3[N+](=O)[O-])cn2[nH]1	-2.1	7.7	8.3	-15.2	4.2	0.5	8.6	1.6	21.4	0.0	0.1
CCc1nn(CC(=O)NCCCN2CCOCC2)c(=O)c2cc3cc(F)ccc3n12	0.8	-8.8	0.2	1.5	-0.9	3.0	1.9	-5.5	13.8	-0.1	0.7
COC(=O)c1ccc(CSc2nnc(Nc3ccc(OC)cc3)s2)o1	1.0	-26.6	-6.9	.	-18.5	8.2	-2.5	.	-15.4	-1.3	0.1
C[C@@H]1CCC2[C@](C)(CO)[C@@H](O)CC[C@]2(C)[C@@]12CC[C@@](CO)(CC(=O)O)O2 (stereo partly specified)	2.4	-5.2	2.3	-3.5	-17.4	14.4	-4.9	-4.0	19.1	-0.6	-0.1
Cc1nnc2sc(SCC(=O)N3CCC(C)CC3)nn2c1=O	4.5	-13.4	19.4	4.1	-10.8	1.1	0.3	.	10.4	0.0	0.1
CCN(Cc1ccccc1)C(=O)COC(=O)c1cnc(C)cn1	0.3	-0.5	-1.0	25.5	-21.8	-6.2	-4.5	-1.2	4.9	-0.7	0.0
CCN(CC)CCCN(C(=O)c1ccccc1F)c1nc(-c2ccc(OC)cc2)cs1	5.3	15.4	1.2	18.3	-10.4	-3.7	29.5	-2.5	-4.5	-1.0	4.0*
Cc1ccc(S(=O)(=O)N2CCCC2)cc1C(=O)Nc1ccc(-n2cnnn2)cc1	3.4	16.6	13.3	-1.5	16.7	-3.5	-14.1	-6.5	-3.0	-0.2	0.0
CC(C)C(NCC(=O)Nc1ccccc1C(=O)NC1CC1)c1ccccc1 (stereo unspecified)	.	-2.6	-2.0	7.8	18.6	1.9	27.9	-16.7	9.7	3.2	0.2
CCOc1ncccc1C(=O)Nc1ccc(F)c(Cl)c1	0.6	19.1	-8.0	0.5	-0.1	5.1	-2.2	-4.4	7.9	-1.2	0.3
O=C(CN(Cc1ccco1)C(=O)Cn1nnc(-c2cccs2)n1)NCc1ccccc1	1.0	7.2	-4.9	10.5	-6.3	5.9	0.7	.	13.3	-1.5	0.0
O=C(NCCC1=CCCCC1)c1ccc(-n2cncn2)cc1	2.2	-217.7	-1.5	-0.5	-123.3	-77.2	-6.8	-1.7	-227.6	-0.4	0.1
